SARS 3CLpro inh = SARS-CoV 3CLpro protease inhibitors, primary screen, biochemical, quenched FRET; inhibition, % at 6 µM; 290,000 tested, 0.14% active; recombinant SARS-CoV 3CLpro, quenched FRET peptide cleavage; in the data active means inhibition above about 12%
PrPC TRFRET = inhibitors of human cell surface prion protein PrPC, primary screen, cell-based, TR-FRET; inhibition, % at 13.8 µM; 370,000 tested, 0.43% active; TR-FRET read-out; Major prion protein (Homo sapiens), P04156; in the data active means inhibition above about 24%; further: 0% = median of the test wells and 100% = reference compound wells
PriA SSB inh = inhibitors of Klebsiella pneumoniae PriA binding to SSB C-terminal tail, primary screen, biochemical, AlphaScreen. PriA–SSB C-terminal tail interaction (Klebsiella pneumoniae). AlphaScreen SSBct-PriA binding, biotinylated peptide. inhibition, % at 33 µM. 430,000 tested, 0.6% active. AID 1272365, 2023; in the data active means inhibition mostly above about 37%, no sharp cut-off; inactive means mostly below about 20%;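 further: plate controls were negative control peptide for no effect and reference peptide for full effect; strong numbers were not always called active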
DUSP3 inh = VHR1 phosphatase inhibitors, primary screen, biochemical, absorbance, uHTS | Dual specificity protein phosphatase 3 (Homo sapiens), P51452 | recombinant VHR phosphatase, pNPP absorbance | inhibition, % at 13.3 µM | 290,000 tested, 0.52% active | AID 1654, 2009; in the data active means inhibition above about 50%; further: some compounds called inactive have numbers as strong as hits
Target sequence (P51452 whole entry, looked up): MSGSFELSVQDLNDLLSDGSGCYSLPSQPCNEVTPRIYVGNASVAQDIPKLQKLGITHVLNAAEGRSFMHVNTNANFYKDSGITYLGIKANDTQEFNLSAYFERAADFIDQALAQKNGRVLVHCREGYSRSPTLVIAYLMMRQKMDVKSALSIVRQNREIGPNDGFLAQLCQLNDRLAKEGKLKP
CCHFV vOTU inh = CCHFV vOTU protease inhibitors, primary screen, biochemical, Pep-AMC substrate, fluorescence. Crimean-Congo hemorrhagic fever virus L polyprotein viral ovarian tumor (vOTU) protease …. inhibition, % at 11.5 µM. 370,000 tested, 0.55% active. AID 651958, 2012; in the data active means inhibition above about 30%; further: 0% = vehicle wells with enzyme and 100% = no enzyme wells
Yp Topo-I inh = Yersinia pestis topoisomerase I inhibitors, primary screen, biochemical, cleavage product accumulation, plate reader, single point | Y. pestis Topo-I cleavage product accumulation | activity, % at 10 µM | 360,000 tested, 0.064% active | AID 504884, 2011; in the data active means activity above about 50%, passing the limit was not always enough; further: inactives centre near 2
MazF activator = activators of E. coli MazEF toxin-antitoxin RNase, primary screen, biochemical, fluorescence, uHTS; activation, % at 20 µM; 350,000 tested, 0.32% active; Endoribonuclease toxin MazF (Escherichia coli (strain K12)), P0AE70; FAM/BHQ RNA-DNA oligo cleavage fluorescence, 5 h; in the data active means activation above about 50%
Target sequence (P0AE70 whole entry, looked up): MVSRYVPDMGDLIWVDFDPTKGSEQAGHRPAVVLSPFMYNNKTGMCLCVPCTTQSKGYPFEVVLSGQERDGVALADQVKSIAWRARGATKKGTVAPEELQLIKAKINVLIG
Rv3671c protease = Rv3671c serine protease inhibitors, primary screen, biochemical, fluorescence polarization, M. tuberculosis H37Rv | AID 2606, 2010 | inhibition, % at 5.96 µM | 320,000 tested, 0.048% active | P9WHR9; in the data active means inhibition above about 38%;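 further: extracellular domain of Rv3671c used as enzyme; 0% = enzyme with DMSO and 100% = no enzyme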
Target sequence (P9WHR9 whole entry, looked up, the tested form may be a part): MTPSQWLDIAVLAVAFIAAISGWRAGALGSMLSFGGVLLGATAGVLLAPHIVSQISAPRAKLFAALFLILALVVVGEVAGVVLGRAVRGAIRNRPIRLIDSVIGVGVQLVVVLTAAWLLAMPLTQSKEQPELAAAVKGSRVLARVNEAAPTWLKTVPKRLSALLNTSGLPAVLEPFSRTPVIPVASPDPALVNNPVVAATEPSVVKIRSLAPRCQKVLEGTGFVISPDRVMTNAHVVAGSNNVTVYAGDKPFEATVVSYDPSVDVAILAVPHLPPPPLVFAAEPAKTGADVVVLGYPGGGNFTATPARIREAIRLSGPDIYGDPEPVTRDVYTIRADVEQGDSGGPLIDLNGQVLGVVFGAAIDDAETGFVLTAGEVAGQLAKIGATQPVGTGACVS
Vc quorum ag = inducers of Vibrio cholerae quorum light production without autoinducers, primary screen, BH1578 luxS cqsA deficient, single point; 350,000 tested, 0.16% active; AID 588436, 2011; activation, % at 18.7 µM; V. cholerae BH1578 lux reporter, luminescence, 6 h; in the data active means activation mostly above about 9.7%, no sharp cut-off; further: not every result past the cut was called active; inactives centre near 0; reference of the scale not given here
TcdB inh = TcdB glycohydrolase inhibitors, primary screen, biochemical, single point, plate reader; Toxin B (Clostridioides difficile), P18177; TcdB glycohydrolase enzymatic assay; inhibition, % at 9.99 µM; 350,000 tested, 0.24% active; in the data active means inhibition above about 10%
An asterisk follows results filed as active; i = inactive; . = no result given; & = joins results of further samples. The list is partial; count on the stated rates, not on these rows.

Molecule	SARS 3CLpro inh	PrPC TRFRET	PriA SSB inh	DUSP3 inh	CCHFV vOTU inh	Yp Topo-I inh	MazF activator	Rv3671c protease	Vc quorum ag	TcdB inh
O=c1[nH]c(=O)n(CCC2=CCCCC2)c(O)c1C=NCc1cccnc1	-2	16	0	10	24	2	4	2	6.2	.
Cc1ccc(OCC(=O)OCC(=O)NC2CCCCCC2)cc1C	.	-4	.	.	-9	-6	-3	.	i	0.6
CCn1cc(C(=O)Nc2ccc(Cl)cc2Cl)cn1	.	4	6	.	-6	0	8	1	-0.9	1.0
CCOC(=O)C1CCN(C(=O)Cn2cnc3sc(C)c(S(=O)(=O)N4CCCCC4)c3c2=O)CC1	0	-2	-2	15	-6	5	1	1	-0.5	1.3
Cc1[nH]n(-c2ccc(Cl)cc2)c(=O)c1C=NC12CN3CN(CN(C3)C1)C2	5	3	-17	8	-1	-3	-3	-5	-0.3	-0.1
CCNC(=O)C(=O)N1CCC2(CC1)OCCN2S(=O)(=O)c1ccc(C)cc1	.	4	-12	.	10	6	6	1	-0.4	1.4
COc1cccc(NC(=O)CN(C)C(=O)c2cc(S(=O)(=O)Nc3ccccc3OC)ccc2C)c1	.	5	-8	.	2	15	4	.	-1.9	1.0
Cc1ccc(-c2nc(CN3CCN(C(=O)C4CCCO4)CC3)cs2)cc1 (stereo unspecified)	-14	8	1	10	10	5	4	-9	i	2.8
O=C(OCc1cccc(Cl)c1)c1cc([N+](=O)[O-])ccc1N1CCOCC1	.	-9	9	.	4	-4	-1	-3	-0.7	1.4
CCOc1ccc(S(=O)(=O)Nc2ccc(C(=O)NCC(c3ccco3)N3CCCCC3)cc2)cc1 (stereo unspecified)	.	-12	2	.	13	14	-13	-1	14	0.6
O=C(Cn1c(=O)oc2ccccc21)N1CCN(c2ccc(N3CCOCC3)nn2)CC1	-2	-7	-16	54*	-32	4	12	-3	-0.3	0.1
O=C(CNC(=O)c1ccco1)NNC(=O)c1ccc(Br)cc1	.	5	-2	.	0	2	-2	-6	i	3.5
Brc1ccccc1OCCOCCOc1cccc2cccnc12	5	6	-9	16	-1	10	2	-12	-2.0	.
Cc1cc(Cl)ccc1C(=O)C1CCCN(C(=O)c2ccoc2)C1 (stereo unspecified)	4	1	-6	-26	9	13	4	4	0.6	1.5
COc1ccccc1N1C(N)=NC(N)=NC12CCCCC2	-2	10	-3	-5	2	-4	3	.	i	1.7
O=C(Nc1ccc2c(c1)nc1n2CCCCC1)c1cc(S(=O)(=O)N2CCOCC2)ccc1Cl	5	14	25	12	-1	12	2	0	i	.
CCN(CC)S(=O)(=O)c1ccc(OC)c(NC(=O)CCc2c(C)noc2C)c1	.	-6	-11	.	3	-8	13	1	0.0	2.8
CCOC(=O)c1ccc(NC(=O)c2ccnn2C)cc1	.	2	-7	.	-18	2	-1	5	i	0.9
CC1=C(C(=O)OCc2ccc3c(c2)OCO3)C(c2ccc(Cl)cc2)NC(=O)N1 (stereo unspecified)	4	4	8	15	1	-5	18	-6	-0.4	-0.6
CCCNC(=O)c1onc(CSc2ccccc2)c1C(=O)NCCC	.	7	-24	.	28	-2	7	1	-0.5	-5.6
CC1(C(=O)NC2CCCC2)CCC(=O)N1Cc1ccc2c(c1)OCO2 (stereo unspecified)	1	-1	-24	45	0	8	4	3	-0.3	.
CC(C)(C)c1ccc(C(=O)Nc2ccc(NC(=O)c3ccco3)cc2)cc1	-2	-5	-13	32	-1	-3	2	-17	i	.
Cc1nc(C)c(C(=O)NNS(=O)(=O)c2ccc([N+](=O)[O-])cc2)s1	-3	-15	-9	0	-5	-2	-109	-5	-0.5	-1.6
O=C(N/N=C/C(Br)=C/c1ccccc1)c1cccs1	8	3	.	25	2	-3	1	-10	0.0	0.9
O=C(O)C1=C[C@H](c2ccc(F)cc2)C[C@H](OCCCCO)O1	.	0	9	11	-2	-12	-18	5	-0.3	0.4
CCOC(=O)C1=C(CN2CCCCCC2)NC(=O)NC1c1ccc2c(c1)OCO2 (stereo unspecified)	6	0	1	12	-9	12	-1	5	-0.2	-1.5
O=S(=O)(c1ccc(F)c(F)c1F)N1CCN(c2ncnc3sccc23)CC1	.	12	-14	.	1	0	-1	-10	i	1.3
CC(=O)Oc1ccc2ccc(=O)oc2c1	-1	-4	-12	21	-286	-5	-2	-9	-0.5	0.5
COc1ccc(/C=N/S(=O)(=O)CCc2ccccc2)c(OC)c1	-2	-6	.	-2	-2	5	-1	-5	-0.5	.
Cc1cc(C)c(NC(=O)CN2C(=O)NC(CCc3ccccc3)C2=O)c(C)c1 (stereo unspecified)	2	-5	21	9	-2	-2	9	-4	-0.9	2.1
COCC1CCN(C(=O)C2CCN(c3nc(-c4ccccc4)nc4c3CCC4)CC2)C1 (stereo unspecified)	1	-12	-12	1	8	29	1	-12	.	1.4
O=C(NCc1ccc(Cl)cc1)c1ccc(CS(=O)Cc2cccc(Cl)c2)o1 (stereo unspecified)	2	-1	-2	15	7	21	-1	-6	-2.1	0.7
CCc1ccccc1Nc1nc2ccccc2n1C(C)C	-3	3	-3	17	4	-9	0	0	-0.5	0.8
COc1ccc(CNC(=O)OCCN2CCN(S(=O)(=O)c3ccc(C)cc3)CCC2=O)cc1	-2	-4	3	15	-3	4	-16	4	i	.
COC/C=C/C1=CC2=CC(=O)C(C)(OC(=O)c3cnc4ccccc4n3)C(=O)C2=CN1CC(C)C (stereo unspecified)	.	.	12	.	.	13	3	-18	-1.4	.
c1ccc(-c2n[nH]c(-c3ccccn3)n2)cc1	-7	5	42*	2	10	1	1	-1	-5.6	.
CN1C[C@@H]2[C@@H]3C(=O)N(C)C(=O)[C@@H]3[C@](C)(C1=O)N2C(=O)c1ccc(F)cc1	.	-5	1	.	12	8	5	.	-0.3	1.0
Cc1c(C(=O)Nc2ccc3c(c2)OCO3)oc2ccccc12	0	14	-1	-36	24	2	3	0	-0.3	0.2
COc1cccc(NC(=O)N2CCCC2C(=O)NCc2ccccc2)c1 (stereo unspecified)	6	-1	-15	-14	-3	-1	-1	-8	i	-0.3
CCC(C(=O)Nc1ccc(S(=O)(=O)Nc2ncccn2)cc1)c1ccccc1 (stereo unspecified)	-5	7	-10	0	10	-6	-3	-6	i	0.0

Record cards, from the list above. Order of screens: SARS 3CLpro inh | PrPC TRFRET | PriA SSB inh | DUSP3 inh | CCHFV vOTU inh | Yp Topo-I inh | MazF activator | Rv3671c protease | Vc quorum ag | TcdB inh
CCC(C(=O)Nc1ccc(S(=O)(=O)Nc2ncccn2)cc1)c1ccccc1 (stereo unspecified) in the list: -5 | 7 | -10 | 0 | 10 | -6 | -3 | -6 | i | 0.0
CCCNC(=O)c1onc(CSc2ccccc2)c1C(=O)NCCC in the list: . | 7 | -24 | . | 28 | -2 | 7 | 1 | -0.5 | -5.6
Cc1ccc(-c2nc(CN3CCN(C(=O)C4CCCO4)CC3)cs2)cc1 (stereo unspecified) in the list: -14 | 8 | 1 | 10 | 10 | 5 | 4 | -9 | i | 2.8
Cc1nc(C)c(C(=O)NNS(=O)(=O)c2ccc([N+](=O)[O-])cc2)s1 in the list: -3 | -15 | -9 | 0 | -5 | -2 | -109 | -5 | -0.5 | -1.6

The results go on:
Molecule	SARS 3CLpro inh	PrPC TRFRET	PriA SSB inh	DUSP3 inh	CCHFV vOTU inh	Yp Topo-I inh	MazF activator	Rv3671c protease	Vc quorum ag	TcdB inh
COc1ccc(Cl)cc1C(=O)Nc1ccccc1N1CCN(C(=O)C(C)C)CC1	-1	-4	-8	4	-5	17	-13	4	-2.1	.
O=C1c2ccccc2NC(c2ccccc2O)N1O (stereo unspecified)	2	-1	-8	38	-16	0	11	-4	-0.6	-4.6
CN(C)C(=S)SCCn1c(N)nc(N(C)C)nc1=O	2	4	0	-14	-4	-1	8	7	i	2.1
Cn1nnc2cc(NC(=O)Nc3cccc(Cl)c3)ccc21	-2	8	-2	2	8	-6	-2	-106	-0.5	-7.1
O=C1/C(=C\c2ccc(O)c(O)c2)C(c2ccccc2)=NN1c1ccccc1	7	-4	-6	31	10	-24	-32	.	-0.3	-0.5
CCN(CC)CCNC(=O)c1cn(CC)c2cc(N3CCN(C)CC3)c(F)cc2c1=O	-5	1	5	20	-14	-2	1	-7	-1.4	-0.5
Cc1ccc(NC(=O)NC2CCCc3ccccc32)cc1 (stereo unspecified)	5	-1	-22	11	6	-1	-4	1	i	0.5
O=C(N/N=C/c1ccccc1[N+](=O)[O-])c1ccncc1	4	-15	.	-3	-7	-2	1	3	-0.7	0.9
CN(C)S(=O)(=O)N1CCN(c2ccc([N+](=O)[O-])c(N3CCCCC3)c2)CC1	1	-11	3	31	9	-11	-3	3	-0.1	0.3
Cc1cc(-c2nn(-c3ccccc3F)cc2CNCCc2cnccn2)c(C)s1	0	0	6	4	10	10	1	-4	-2.3	0.7
OCCC1CN(Cc2cn[nH]c2C2CCCCC2)CCN1C1CCCCC1 (stereo unspecified)	-1	4	-10	8	6	5	23	5	0.3	1.4
COc1ccc(N2C(=O)CC(c3ccc([N+](=O)[O-])cc3)C2=O)cc1 (stereo unspecified)	3	-4	-11	2	1	-1	-1	2	1.7	-0.6
O=C(NC12CC3CC(CC(C3)C1)C2)c1ccc(-c2ccc(Br)cc2)o1	4	-6	-6	1	11	1	-15	-27	-0.3	-0.1
O=C(Cn1cccn1)N1CCCC(N2CCN(c3ccccc3F)CC2)C1 (stereo unspecified)	1	3	5	19	-7	7	6	2	-0.2	0.9
CC(=O)Nc1cccc(NC(=O)COc2nncc3ccccc23)c1	-6	-1	-9	2	18	-5	1	2	-0.3	.
O=S(=O)(NCCN1CCOCC1)c1ccc(Cl)s1	4	6	-19	30	13	-2	4	1	0.0	4.6
CCNc1nc(NCC)n2c(SCC(=O)Nc3ccc(Br)cc3F)nnc2n1	.	0	-6&-13	.	1	10	7	-1	i	0.4
COC(=O)c1ccc(C2NC(=S)N(c3ccccc3)C(C)=C2C(=O)Nc2ccccc2OC)cc1 (stereo unspecified)	3	4	15	6	6	1	-5	0	.	.
O=C(CCC1CCCN(C(=O)C2CCCC2)C1)NCc1ccc(F)c(F)c1 (stereo unspecified)	2	1	-14	9	-6	4	5	-3	-0.2	1.0
N#CCSc1nnc2ccc3ccccc3n12	1	-11	-5&-10	-9	3	-3	-16	-8	i	.
S=C(c1cn(CCOc2ccccc2)c2ccccc12)N1CCCC1	8	4	19	.	13	2	-1	6	i	.
Cc1ccc(S(=O)(=O)N(C)C)cc1NC(=O)COC(=O)CCC1CCCCC1	.	-3	-4	.	5	14	7	0	0.6	0.9
CCOC(=O)c1c(N/N=C/c2ccncc2)n[nH]c1C	-1	-12	.	24	3	2	3	1	-0.1	-0.2
O=C(N/N=C/c1cc([N+](=O)[O-])ccc1N1CCNCC1)c1ccc([N+](=O)[O-])cc1	-5	-37	.	52*	8	-12	3	0	-0.4	.
Cc1ccc(CNC(=O)C2CCN(S(=O)(=O)c3c(C)noc3C)CC2)cc1	1	6	-16	-3	8	1	-3	5	i	.
Cc1cc2c(C(C)C)c(O)c(O)c(C=O)c2c(O)c1-c1c(C)cc2c(C(C)C)c(O)c(O)c(C=O)c2c1O	5&11	3	.	16	63*	-28	.	.	-0.1	-0.7

Screening data: PubChem BioAssay, several laboratories
